From PubChem BioAssay
Vif imaging: HIV Vif self-association inhibitors, primary screen, imaging, HEK293T, single point | HEK293T cells, Vif self-association by quenched fluorescence, 24 h | inhibition, % at 7.49 µM | 0.35% of 340,000 active | AID 602346, 2012; in the data active means inhibition above about 50%, passing the limit was not always enough; further: some results filed as inactive read as strong as hits
TROY signal inh: inhibitors of TROY-driven NF-kB signaling, primary screen, Q293 LMP1-TROYcd cells, NF-kB luciferase, uHTS. 0.98% of 360,000 active. inhibition, % at 10 µM. Q293 LMP1-TROYcd NF-kB luciferase reporter, 4 h;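 active means compounds whose plate-normalised and pattern-corrected inhibition of the luciferase reporter signal at the single screening dose is 50% or more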
TRAIL sens C8: viability loss with TRAIL in NB7+C8 cells, primary screen, TRAIL sensitizer project, cell-based, ATPlite luminescence; inhibition (viability loss, TRAIL sensitization), % at 10 µM; 1% of 360,000 active;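 active means compounds causing at least 50% loss of cell viability in the single-dose screen, relative to plate controls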
SRC3 inh: SRC3 coactivator transcriptional activity inhibitors, primary screen, cell-based, luminescence; Nuclear receptor coactivator 3 (Homo sapiens), Q9Y6Q9; 0.17% of 360,000 active; inhibition, % at 3.6 µM; HEK293 GAL4-SRC3 luciferase reporter;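 active means inhibition above a per-campaign cutoff, the mean of all compounds plus 3 SD, cut at about 60% in these data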;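 further: 0% = DMSO-treated cells and 100% = gossypol-treated cells at 36 µM; higher means less SRC3-driven luciferase light from the GAL4 reporter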
NCOA2 inhibitor: inhibition of GAL4-SRC2 driven luciferase reporter, primary screen, SRC2 inhibitor project, cell-based, luminescence. Nuclear receptor coactivator 2 (Homo sapiens), Q15596. HEK293 GAL4-SRC2 luciferase reporter. inhibition, % at 9 µM. 0.17% of 370,000 active. AID 651957, 2012;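 active means inhibition above the mean inhibition of all tested compounds plus 3 SD, set per campaign, cut at about 52% in these data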;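 further: 0% = DMSO treated cells and 100% = cells given Gossypol at 36 µM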
LRH-1 inv ag: LRH-1 (NR5A2) inverse agonists, primary screen, cell-based, luminescence, HEK293T, StAR-luciferase reporter; Nuclear receptor subfamily 5 group A member 2 (Homo sapiens), O00482; LRH-1 transfected, 24 h; inhibition, % at 3.6 µM; 0.13% of 360,000 active;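 active means inhibition above the mean inhibition of all tested compounds plus 3 SD, cut at about 73% in these data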;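 further: 0% = DMSO wells and 100% = reporter-only cells lacking LRH-1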
NR2F2 inh: NR2F2 transcriptional activity inhibitors, primary screen, cell-based, luciferase reporter, HEK293T, luminescence; COUP transcription factor 2 (Homo sapiens), P24468; HEK293T NGFI-A luciferase reporter; inhibition, % at 8.6 µM; 0.7% of 370,000 active; AID 686940, 2013;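 active means inhibition above a per-plate cutoff, mean inhibition of test wells between control levels plus 3 SD, cut at about 38% in these data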;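 further: cells cotransfected with COUP-TFII expression vector driving the NGFI-A reporter; 0% = median of COUP-TF2 test wells and 100% = reporter-only cells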
NCOA1 inh: SRC1 coactivator transcriptional activity inhibitors, primary screen, cell-based, luminescence; Nuclear receptor coactivator 1 (Homo sapiens), Q15788; HEK293 GAL4-SRC1 luciferase reporter; inhibition, % at 3.6 µM; 0.12% of 360,000 active;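 active means inhibition above the campaign mean plus 3 SD, with each screening campaign given its own cutoff, cut at about 60% in these data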;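 further: 0% = DMSO treated cells and 100% = gossypol at 36 µM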
TLR9-MyD88 block: inhibitors of TLR9-MyD88 association in cells, primary screen, cell-based, CHO, BLA complementation, fluorescence; CCF4 FRET ratio; inhibition, % at 4.98 µM; 0.21% of 340,000 active;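 active means inhibition above the mean over all tested compounds plus 3 SD, cut at about 21% in these data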;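 further: 0% = DMSO only wells and 100% = clavulanate BLA inhibitor control wells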
NOD2-RIPK2 inh: NOD2-RIPK2 binding disruptors in cells, primary screen, fluorescence, CHO cells, BLA complementation; Receptor-interacting serine/threonine-protein kinase 2 (Homo sapiens), O43353; CCF4 ratio; inhibition, % at 4.98 µM; 0.38% of 360,000 active; in the data active means inhibition above about 21%;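 further: 0% = vehicle only and 100% = reference blocker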
EBV LMP1 NFkB: EBV LMP1-driven NF-kappaB luciferase reporter inhibitors, primary screen, cell-based, luminescence, single point; LMP1-induced NF-kappaB luciferase reporter cells; inhibition, % at 12.5 µM; 0.69% of 350,000 active; AID 504558, 2011; in the data active means inhibition above about 41%;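 further: 0% = neutral control wells and 100% = reference inhibitor control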
Numbers without * were called inactive; · = not tested or not shown. Some of the compounds tested; rates above refer to the full screens.

SMILES	Vif imaging	TROY signal inh	TRAIL sens C8	SRC3 inh	NCOA2 inhibitor	LRH-1 inv ag	NR2F2 inh	NCOA1 inh	TLR9-MyD88 block	NOD2-RIPK2 inh	EBV LMP1 NFkB
CCc1ccccc1NC(=O)Cn1nc(C)n2cccc2c1=O	-17.3	7.3	-5.9	-3.4	-29.8	4.0	-8.2	-7.4	-12.6	-2.4	-11.8
COc1cccc(CN(C)C(=O)c2ccc(S(=O)(=O)Nc3ccccc3F)cc2)c1OC	·	-10.8	1.4	9.0	-9.2	7.9	6.0	-17.5	-1.6	2.6	4.4
C=CCNC(=O)COC(=O)COc1ccc(Cl)cc1	14.6	10.8	-7.4	22.5	6.2	-9.8	-2.9	1.4	-1.1	1.2	1.1
CC1CC(C)CN(C(=O)CCC(=O)Nc2nnc(C3CCCCC3)s2)C1 (centres undefined)	5.2	-29.0	0.0	8.0	-41.8	-5.2	-5.3	5.8	-2.9	-2.7	1.6
CCC(NS(=O)(=O)c1ccc2c(c1)Cc1cc(S(=O)(=O)NC(CC)C(=O)O)ccc1-2)C(=O)O (centres undefined)	2.2	4.1	4.7	7.3	10.4	-11.8	6.5	-5.1	7.7	4.4	2.8
Cc1noc(C)c1COc1ccccc1C(=O)NNC(=O)c1ccccc1F	-0.3	8.5	-8.5	-1.6	-1.6	30.9	14.7	-5.2	1.6	1.1	-1.4
NC(=O)COc1ccc(NC(=O)OCc2ccccc2)cc1	-2.7	-37.4	19.9	-23.8	-28.7	-28.5	-18.5	-30.1	2.4	-2.6	5.9
O=C(COC(=O)c1c(Cl)cccc1Cl)NCc1cccs1	14.0	-13.6	-0.5	-12.5	-23.6	-11.1	-3.9	-7.4	6.7	-9.9	2.0
COc1ccc(C(C)=O)c(OC(=O)c2ccco2)c1	19.0	11.0	1.4	-2.2	-5.6	-2.4	4.2	-8.8	5.4	-1.6	0.2
COc1ccc(/C=C2/C(=O)N(c3ccccc3)N=C2C)cc1	-5.6	-7.8	-17.2	10.7	·	-19.9	·	-0.6	·	-9.9	·
CCCS(=O)(=O)N1CCCC(C(=O)NCCCN(CC)c2cccc(C)c2)C1 (centres undefined)	-2.3	10.4	17.1	11.6	18.9	15.1	0.5	6.5	-18.1	-9.0	-2.2
O=C(COC(=O)c1ccc(Br)c(S(=O)(=O)N2CCOCC2)c1)NCC1CCCO1 (centres undefined)	-16.6	·	-9.4	2.9	11.7	11.4	-0.9	-1.8	3.7	-5.8	0.3
COc1ccc(N=Nc2c(N)nn(C)c2N)cc1	-8.7	-56.9	-0.9	-75.6	-63.9	-188.6	-35.1	-67.2	-16.7	1.6	-9.9
COc1ccccc1C1C(C(=O)c2cc3ccccc3o2)=C(O)C(=O)N1CCN1CCOCC1 (centres undefined)	-3.9	-39.2	-12.1	-3.5	-0.3	0.6	0.0	13.1	7.2	4.1	4.1
Cc1nn(-c2ccccc2)c(N2CCCC2)c1/C=N/NC(=O)c1cc(-c2cccnc2)nc2ccccc12	-0.6	-1.1	25.4	20.4	11.8	15.9	18.3	26.4	4.6	-0.7	3.1
Cc1c(C(C)(C)O)[nH]c2ccc(C(F)(F)F)cc12	-9.5	-0.8	20.3	-17.0	-27.1	4.4	5.9	-32.2	-2.4	-10.1	4.3
Cc1c(NC(=O)Nc2ccccc2Cl)sc(=S)n1C	-17.4	7.3	-2.2	10.4	-2.6	-0.1	-0.3	7.0	1.1	-3.2	10.0
COCCn1c(C)cc(C2=NNC(=Nc3ccc(F)cc3)SC2)c1C	-2.8	56.7*	6.6	-50.0	-77.5	-85.8	-45.4	-41.6	3.3	0.2	-7.4
COc1ccccc1C(=O)NC(=S)Nc1ccc(NC(=O)c2ccco2)cc1	-9.2	9.7	-5.3	11.8	10.3	-0.7	19.4	-8.4	-13.4	-12.5	-7.6
COc1ccc(NC(=O)COC(=O)C(NC(=O)c2ccc(C)cc2)C(C)C)cn1 (centres undefined)	3.5	-8.2	-8.7	-14.0	-31.8	-2.2	-30.3	-4.2	3.7	-9.5	2.9
COc1ccc(C(=O)OCC(=O)N2CCCC2=O)c(OC)c1	-4.2	-91.5	1.3	-9.4	-16.7	-26.6	-31.0	-9.7	18.2	-4.1	-8.0
NC(=O)c1ccc(NC(=O)CS(=O)(=O)c2cn(CC(=O)N3CCCCC3)c3ccccc23)cc1	3.0	15.4	0.3	3.2	18.9	5.5	-3.3	-4.5	3.6	5.1	-1.5
COc1ccc(CCC(=O)N(C)CC(=O)Nc2ccc(N3CCOCC3)cc2)cc1	-9.1	-4.8	-4.1	8.9	4.3	22.3	11.7	-2.6	10.3	0.7	0.1
COc1cccc(C(=O)O)c1OS(=O)(=O)c1ccc(C)cc1	0.2	9.7	-7.8	2.2	25.3	8.4	6.1	-2.7	-13.6	-0.1	-6.4
COc1ccc(C(=O)COC(=O)C(CCSC)NS(=O)(=O)c2ccc(Cl)cc2)cc1 (centres undefined)	-2.6	28.9	0.7	4.7	1.9	10.7	-9.4	9.1	-5.5	-10.8	1.9
CCOC(=O)C1CCCN(C(=O)c2cccc3ccccc23)C1 (centres undefined)	-4.9	-5.0	-11.1	8.0	-19.8	0.2	7.7	8.5	14.3	-8.8	1.3
Cc1cc(C)n(-c2nc3ccccc3nc2N2CCN(C(=O)c3ccc(Cl)cc3)CC2)n1	0.9	2.0	-12.0	32.2	-5.0	11.6	2.6	-1.1	-2.8	-5.9	-3.6
O=C(/C=C/c1cccc(Br)c1)NCC1CCCCC1	-2.0	-54.8	18.5	12.8	6.0	-15.2	-9.9	0.5	9.1	2.7	-9.8
CCOc1cc(/C=N/O)cc(Br)c1OCc1ccc(Cl)cc1	-0.6	-5.2	-2.3	3.1	25.6	15.2	-1.6	4.6	1.6	11.2	3.5
CCOCC(=O)Nc1cccc(C(=O)OCC)c1	1.7	-8.7	0.1	-25.8	-4.0	41.3	0.0	-6.9	8.1	-10.7	-0.3
Cc1ccc2c(CN(C)Cc3ccc(Cl)cc3)cc(=O)oc2c1	6.7	-28.1	-0.2	-22.0	4.8	-7.9	9.2	-13.2	5.2	-9.9	-4.8
CN(Cc1ccccc1)c1nc(N)nc(Cl)c1C=O	4.2	-12.3	-10.8	7.9	-16.3	9.8	-0.3	6.9	-7.2	4.3	3.7
CCc1ccc(NC(=O)C(C)OC(=O)c2ccc(N3CCCC3)c([N+](=O)[O-])c2)cc1 (centres undefined)	-2.4	19.1	8.0	4.1	-25.4	15.7	19.1	2.4	8.3	-9.3	-5.0
CCCOc1ccc(/C=N/O)cc1	8.2	-21.9	-1.4	-14.4	9.3	-1.3	4.8	-13.9	5.0	-0.9	-6.2
CN(C)CCCNc1cc(O)c2ncccc2c1	1.8	-33.3	45.2	0.8	-6.4	6.5	-22.0	-27.1	7.5	-8.0	-4.3
O=c1[nH]nc(Cc2ccccn2)c2ccccc12	27.0	-5.5	-1.3	-9.3	-28.9	16.6	-15.3	-8.6	-0.6	-10.3	2.4
O=C(c1cc2ccccc2cc1OCC(O)CN1CCCCC1)N1CCCCC1 (centres undefined)	0.5	-3.1	3.8	7.4	16.2	7.7	9.6	5.1	7.2	7.8	0.7
COc1ccc2oc(-c3ccco3)cc(=O)c2c1	4.3	-36.1	13.2	-70.2	-73.2	-132.4	-45.5	-116.7	-0.4	4.3	-21.2
Cn1cc(C(=O)NC2CCCCCC2)c(=O)c2cc(S(=O)(=O)N3CCCC3)ccc21	11.5	-10.3	7.0	-5.7	10.9	-11.0	12.1	1.0	-9.4	0.4	-5.6
CCNC(=O)Cc1c(OC)ccc2cc(Br)ccc12	2.2	-1.2	1.6	10.9	12.5	-12.7	1.0	-5.0	0.0	-5.4	2.7
O=c1c(Cc2c(F)cccc2Cl)c(O)ccn1CCCn1ccnc1	8.1	-4.7	-0.8	9.2	-21.2	5.4	-1.3	9.9	10.6	-3.4	-0.6
Cc1ccc(C)c(NC(=S)N2CCN(S(=O)(=O)c3ccccc3)CC2)c1	·	1.7	-6.2	8.0	4.7	16.1	14.0	4.4	-13.8	-18.4	·
COc1cccc(CN(Cc2cccnc2)S(=O)(=O)c2ccc(-n3cnnn3)c(C)c2)c1OC	18.5	-26.1	-7.6	-16.9	-26.3	-2.2	1.3	9.2	1.3	3.7	-0.4
OC[C@@H]1CN(Cc2ccc(Cl)cc2)C[C@H](n2cnc3c(Nc4ccccc4)ncnc32)O1	-6.7	8.2	13.5	-33.0	13.1	-21.2	14.2	-10.2	·	-3.4	·
Cc1ccc(C(=O)C[n+]2ccc(Cc3ccccc3)cc2)cc1	2.4	-8.6	-0.2	34.6	-12.0	12.0	19.4	5.6	-1.3	1.8	10.1
CCc1ccc(NC(=O)Nc2ccsc2C(=O)OC)cc1	-8.3	62.7*	29.4	-68.8	-65.2	-80.6	-7.8	-71.1	4.8	9.2	-16.2
CCCN1CCN(CCCNC(=O)c2ccccc2NC(=O)C2=C(C)OCCS2)CC1	8.1	2.5	-1.1	-3.9	8.1	11.5	-13.5	-8.1	12.0	-8.3	-3.4
COc1ccc(C(C)=O)cc1COC(=O)Cc1cc(OC)c(OC)c(OC)c1	-3.9	23.4	-8.4	0.3	-35.4	-7.4	1.7	1.0	4.1	-2.0	0.7
NC(=O)C1CCN(C(=O)c2ccc(NS(=O)(=O)c3ccc(Br)s3)cc2)CC1	4.1	-8.6	-9.7	16.9	9.1	22.8	14.8	-14.1	-3.5	-2.8	2.9
O=C(CN(C(=O)c1csnn1)c1cccc2ccccc12)NC1CCCC1	-2.3	5.5	-5.6	10.3	-16.0	1.2	2.6	-10.1	-0.5	-9.1	-9.4
Cc1sc2nc(C3CCCCC3)nc(SCC(=O)N3CC(=O)Nc4ccccc43)c2c1C	5.7	-5.0	-0.7	18.7	12.6	-16.1	9.5	-0.2	5.9	-5.3	-28.6
CC(=O)N1CCc2c(sc(NC(=O)c3ccc([N+](=O)[O-])o3)c2C#N)C1	-5.2	-27.6	20.2	-13.9	-57.6	48.5	-46.7	-17.8	7.7	1.7	-16.3
